TbPYK inhibitor: qHTS of Trypanosoma Brucei Inhibitors | AID 624173, 2012 | hit rate 0.12% among 410,000 | Potency, µM (doses to about 76.8 µM), for inactives: at the highest dose activity, negative = inhibition, hits mostly inhibitors | pyruvate kinase (Trypanosoma brucei), Q57TT1 | TbPYK enzyme, Kinase-Glo Plus ATP luminescence, 45 min; further: nearly all actives have a fitted effect of over 50% in size
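Enzyme and substrate buffer are dispensed first and compound is pin-transferred. ADP at 130 uM final then starts the reaction, which runs 45 min at room temperature. Detection reagent is added for 10 min before luminescence is imaged.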
Sm TGR block: qHTS Assay for the Inhibitors of Schistosoma Mansoni Peroxiredoxins | Schistosoma mansoni thioredoxin glutathione reductase (TGR), Q962Y6 | Potency, µM (doses to about 114 µM), for inactives: top-dose activity change, negative = inhibition, hits mostly inhibitors | purified TGR, DTNB reduction, TNB absorbance 405 nm | hit rate 3% among 360,000; further: nearly all actives have a fitted effect of over 60% in size
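TGR 20 nM + NADPH 100 uM (dispensed conc.), cpd preinc 15 min RT; start with NADPH (500 uM addition) then DTNB (15 mM addition). Kinetic TNB absorbance, 405 nm filter. Four-parameter Hill fit across titration.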
Pf growth 96h: Primary qHTS for delayed death inhibitors of the malarial parasite plastid, 96 hour incubation; P. falciparum luciferase reporter growth, 96 h; Potency, µM (highest dose often 28.7 µM), without a hit: at the top dose activity change, negative = inhibition, hits mostly inhibitors; hit rate 6.9% among 320,000; AID 504834, 2011
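Cell-based qHTS: luciferase-tagged P. falciparum in erythrocytes (2% hematocrit, 0.05% parasitemia final) incubated with compounds for 96 hours, 37 C, 5% CO2; luciferase detection reagent then added and luminescence measured.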
Pf growth 48h: Primary qHTS for delayed death inhibitors of the malarial parasite plastid, 48 hour incubation | Potency, µM (series often up to 28.7 µM), without a hit: at the top dose activity change, negative = inhibition, hits mostly inhibitors | P. falciparum luciferase growth in erythrocytes, 48 h | hit rate 5.9% among 310,000
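Erythrocytes infected with P. falciparum carrying an integrated firefly luciferase reporter (2% hematocrit, 0.1% parasitemia final) were exposed to compounds in RPMI 1640 with 0.5% Albumax at 37 C, 5% CO2. Growth inhibition was scored as reduced luminescence.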
LmPK inh: qHTS Assay for Inhibitors of Leishmania Mexicana Pyruvate Kinase (LmPK). Q27686. purified LmPK, Kinase-Glo ATP luminescence, 1 h. Potency, µM (series often up to 57.5 µM), for the others: top-dose activity change, negative = inhibition, usual class: inhibitors. hit rate 0.37% among 290,000
Target sequence (Q27686 whole entry, looked up): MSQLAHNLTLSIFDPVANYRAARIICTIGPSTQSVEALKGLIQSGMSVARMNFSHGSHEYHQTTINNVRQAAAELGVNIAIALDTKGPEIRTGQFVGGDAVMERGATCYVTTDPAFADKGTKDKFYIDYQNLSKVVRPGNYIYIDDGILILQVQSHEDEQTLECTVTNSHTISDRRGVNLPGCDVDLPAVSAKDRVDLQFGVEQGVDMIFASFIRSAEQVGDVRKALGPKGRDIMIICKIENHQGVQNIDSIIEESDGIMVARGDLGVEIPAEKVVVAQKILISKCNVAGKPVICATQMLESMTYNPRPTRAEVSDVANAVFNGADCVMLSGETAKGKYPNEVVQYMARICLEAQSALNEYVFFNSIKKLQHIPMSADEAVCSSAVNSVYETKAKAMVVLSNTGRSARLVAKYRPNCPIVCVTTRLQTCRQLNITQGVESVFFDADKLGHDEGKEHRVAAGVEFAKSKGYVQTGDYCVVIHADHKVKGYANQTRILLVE
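Kinase-Glo luminescence read after 1 h RT reaction of 0.1 nM LmPK with 0.5 mM PEP and 0.1 mM ADP. Activity scaled between uninhibited and enzyme-free controls.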
HCV inhibitor: qHTS Assay for Inhibitors of Hepatitis C Virus (HCV). hit rate 3.4% among 340,000. Potency, µM (highest dose often 41.8 µM), inactives show at the highest dose activity change, negative = inhibition, usual class: inhibitors. Huh7.5.1 HCVcc-Cre infection, luciferase reporter, 44 h
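A cell-based infection assay in which seeded cells (1,000 per well) receive test compound after 4 h, are inoculated with HCVcc-Cre at approximately 0.5 moi, and are incubated 44 h before luminescence detection.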
Starred values were filed as active, the others as inactive; u = inconclusive; x = no result given; & = joins results of further samples; [ ] = another dose, or the depositor's remark. The call rests on the fitted dose curve; in most records, active means well fitted curve in the direction sought with a large enough effect; inconclusive means small, poorly fitted or top-dose-only effect, or another doubt; inactive means no such curve, though single readings can be large; an effect the other way counts as inactive or inconclusive. On the % scale 0 is the no-effect control and ±100 the full control effect; potency means the concentration at half of the fitted maximal effect.

SMILES	TbPYK inhibitor	Sm TGR block	Pf growth 96h	Pf growth 48h	LmPK inh	HCV inhibitor
CC(=O)Oc1ccc(C(=O)Nc2ccc3c(c2)OCCO3)cc1	-5%	0%	u	198%[activator]	u	-27%
Cc1ccc(CNC(=O)CN2C(C)CCCC2C)cc1 (centres undefined)	-1%	0%	19%	-3%	11%	0%
CCOc1ccc(C2C3=C(CC(C)(C)CC3=O)N(CC(=O)O)C3=C2C(=O)CC(C)(C)C3)cc1OCC	4%	u	-28%	u	-6%	17%
O=C(CNS(=O)(=O)c1ccc(Br)s1)NCC1COc2ccccc2O1 (centres undefined)	5%	-1%	107%[activator]	24%	-2%	x
CCOC(=O)C1CCCN(C(=O)CSc2ccc(Br)cc2)C1 (centres undefined)	u	10%	22%	65%[activator]	4%	10%
O=[N+]([O-])c1ccc(-c2ccc(/C=N/O)o2)cc1	1%	-15%	78%[activator]	84%[activator]	-13%	-4%
Cc1cc(C)c(S(=O)(=O)NC2CCN(Cc3ccccc3)CC2)c(C)c1	-4%	-4%	3%	-19%	3%	-10%
NC1=NC(=O)C(Cc2ccc(OC(F)(F)F)cc2)S1 (centres undefined)	-17%	-1%	10%	-8%	-2%	2%
O=C(CCS(=O)(=O)c1ccc(Br)s1)NC1CCCCCC1	3%	-10%	x	-8%	-1%	1%
COc1ccc(-c2cc(C)no2)cc1S(=O)(=O)N1CCN(c2cccc(C)c2)C(C)C1 (centres undefined)	-1%&-6%	-13%&-1%	u	u	3%	10µM*
COc1ccc(CCNC(=O)c2ccc3c(c2)NC(=O)CS3)cc1OC	0%	1%	u	8%	2%	-18%
COCC(=O)N1CCC(Oc2ccc(C(=O)NCCc3ccncc3)cc2)CC1	3%	4%[57.1 µM]	44%[activator]	-15%	-6%	17%
CCOCCCN(C(=O)c1ccco1)C(C(=O)NC1CCCC1)c1ccc(OC)cc1 (centres undefined)	1%	-6%	-17%	u	-2%	21%
S=C(NCc1ccc(Cl)cc1)NCc1ccco1	-8%	-33%	u	-31%	7%	-2%
CC(C)(C)CN1CCNC(=O)C1CC(=O)NCc1cccc(-n2cccn2)c1 (centres undefined)	1%	1%	23%	-15%	3%	-4%
Brc1ccc(CN2CCN(Cc3c[nH]c4ccccc34)CC2)cc1	5%	-2%	-18%	x	-9%	u
C/C=C(\CS(=O)(=O)c1ccccc1)S(=O)(=O)c1ccccc1	-16%	35µM*	23%	u	-11%	u
CCCN1C(=O)N(C)C(N(O)C(=O)NC)C1(C)C (centres undefined)	-9%	11%	-11%	-6%	-5%	-12%
COc1ccc(N2CC(C(=O)Nc3nnc(SCC(=O)NC4CCCC4)s3)CC2=O)cc1 (centres undefined)	-16%	-3%	6.6µM*	-12%	0%	0%
Cc1ccc(-c2noc(CCCC(=O)NC3CCCC3)n2)cc1	4%	2%	29%	-28%	5%	u
Cc1cc(Cl)ccc1OC(C)C(=O)Nc1ccc(S(=O)(=O)Nc2cnc3ccccc3n2)cc1 (centres undefined)	-2%	2%	-10%	u	-2%	4%
COc1ccc(N2CCN(/C(=N\S(=O)(=O)c3ccc(C)cc3)Nc3nc(C)cc(C)n3)CC2)cc1	1%	2%	u	x	5%	-1%
CCC(C)[C@H](NC(=O)c1cc2cc(Cl)ccc2n1C)C(=O)N1CCC[C@H]1C(=O)O (some centres undefined)	-6%	-4%	-4%	18%	0%	-12%
CC(C)CC(=O)N1CCN(Cc2ccccc2Cl)CC1	6%	2%	159%[activator]	30%[activator]	11%	9%
O=C(CN1CC(c2ccccc2)CC1=O)OCc1cccc(Br)c1 (centres undefined)	0%	-14%	-6%	x	8%	0%

(further entries)
SMILES	TbPYK inhibitor	Sm TGR block	Pf growth 96h	Pf growth 48h	LmPK inh	HCV inhibitor
O=S(=O)(c1cccc2nsnc12)N1CCN(c2ccc(F)cc2)CC1	1%	-3%	35%[activator]	15%	12%[11.5 µM]	0%
COC(=O)CSc1nccc(-c2ccc(F)cc2)c1C#N	-2%	x	u	6%	1%	u
CN1C2=NCCN2C(=O)c2ccccc21	19%	2%	x	24%	1%	13%
Cc1cccc(NC(=S)NC2CC3CCC(C2)N3Cc2ccco2)c1 (centres undefined)	-7%	-17%	u	u	3%	-14%
CCOC(=O)c1cnc2c(ccc3ccccc32)c1NCCCN(C)C	0%	-10%	u	4.1µM*	-3%	u
CCCC(C(=O)NC1CCCC1)N(CC1CCCO1)C(=O)CNS(=O)(=O)c1ccccc1 (centres undefined)	3%	-9%	14%	-4%	-2%	16%
Cn1c(=O)n(CC(=O)O)c(=O)c2c1nc1n2CCCN1CCc1ccccc1	1%	17%	u	-14%	5%	7%
CC(=O)Nc1ccc(-n2c(=O)c3ccccc3c3ccccc3c2=O)cc1	-5%	6%	28%	14%	3%	2%
CCc1nnc(N/N=C/c2ccc(N3CCC(C)CC3)c([N+](=O)[O-])c2)n1N	1%	-3%	-19%	u	1%	u
CC(C)(C)C(=O)N1CCN(c2c(Cl)cccc2[N+](=O)[O-])CC1	4%	4%	-28%	u	4%	u
COCCN(C(=O)COC(=O)CCCOc1ccc(OC)cc1)c1c(N)n(Cc2ccccc2)c(=O)[nH]c1=O	5%	u	13%	7%	x	-6%
Cc1ccc(-c2ccc(=O)n(CC(=O)NCCN(C)C)n2)cc1	-7%	28%	33%[activator]	10%	3%	-10%
Cc1cc(Br)cc(Cl)c1OC(=O)c1ccncc1	-1%	-24%	37%[activator]	27%	-4%	8%
O=[N+]([O-])c1cc(-c2ccc(/C=N\n3cnnc3)o2)cc([N+](=O)[O-])c1	-2%	40µM*	u	7.4µM*	-3%	u
CC(C)OCCCn1c(=O)c2ccccc2n2c(CCC(=O)N3CCN(c4ccccn4)CC3)nnc12	-1%	-15%	4%	u	0%	u
COc1cc(C2=NOC(C(=O)NC3CCCCC3)C2)cc(OC)c1OC (centres undefined)	-11%	0%	246%[activator]	-28%	1%	-9%
Cc1ccc(NC(=O)CSc2ccc(-c3ccccn3)nn2)c(C)c1	-6%	3%	u	u	-1%	u
O=C(CCNC(=O)c1ccccc1)NC1CCCc2ccccc21 (centres undefined)	-1%	6%	0%	u	x	-4%
COc1ccc(-c2cc(C(F)(F)F)nc(NC3CCCC3)n2)cc1OC	-2%	-20%	13%	15µM*	-1%	2.2µM*
Cc1c(C(=O)CN2CCOCC2)[nH]c2ccccc12	-8%	u	13%	u	5%	1%
Cc1ccc(C(=O)COC(=O)CCC(=O)Nc2cccc(Cl)c2)cc1[N+](=O)[O-]	0%	-16%	12%	33%[activator]	-2%	-8%
Cn1cc(C(=O)N/N=C/C(Br)=C/c2ccccc2)ccc1=O	-8%	u	u	u	1%	2%
CCCCOC(=O)c1ccc(NC(=O)c2ccccc2OC)cc1	-10%	2%	u	-13%	0%	u
CCOC(=O)CCSc1nc(C(C)(C)C)cc(C(F)(F)F)c1C#N	3%	-10%	u	u	1%	-1%
Cc1ccc(C)c(OCCC(=O)NNC(=O)c2cc(C)oc2C)c1	2%	-8%	-19%	u	x	-4%

Two entries drawn at random from the list so far:
SMILES	TbPYK inhibitor	Sm TGR block	Pf growth 96h	Pf growth 48h	LmPK inh	HCV inhibitor
Cc1ccc(C)c(OCCC(=O)NNC(=O)c2cc(C)oc2C)c1	2%	-8%	-19%	u	x	-4%
COc1ccc(-c2cc(C(F)(F)F)nc(NC3CCCC3)n2)cc1OC	-2%	-20%	13%	15µM*	-1%	2.2µM*

6 of these compounds in another layout.
| mol | TbPYK inhibitor | Sm TGR block | Pf growth 96h | Pf growth 48h | LmPK inh | HCV inhibitor |
| --- | --- | --- | --- | --- | --- | --- |
| COc1cc(C2=NOC(C(=O)NC3CCCCC3)C2)cc(OC)c1OC (centres undefined) | -11% | 0% | 246%[activator] | -28% | 1% | -9% |
| Cc1ccc(NC(=O)CSc2ccc(-c3ccccn3)nn2)c(C)c1 | -6% | 3% | u | u | -1% | u |
| O=C(CCNC(=O)c1ccccc1)NC1CCCc2ccccc21 (centres undefined) | -1% | 6% | 0% | u | x | -4% |
| COc1ccc(-c2cc(C(F)(F)F)nc(NC3CCCC3)n2)cc1OC | -2% | -20% | 13% | 15µM* | -1% | 2.2µM* |
| Cc1c(C(=O)CN2CCOCC2)[nH]c2ccccc12 | -8% | u | 13% | u | 5% | 1% |
| Cc1ccc(C(=O)COC(=O)CCC(=O)Nc2cccc(Cl)c2)cc1[N+](=O)[O-] | 0% | -16% | 12% | 33%[activator] | -2% | -8% |

More entries follow:
SMILES	TbPYK inhibitor	Sm TGR block	Pf growth 96h	Pf growth 48h	LmPK inh	HCV inhibitor
CCOc1ccc(CCNC(=O)c2nnn(CC(=O)Nc3ccc(OC)cc3)c2N)cc1OCC	-4%	2%	u	10%	-7%	-7%
Cc1ccccc1OC(C)C(=O)Nc1ccc2c(c1)OCCO2 (centres undefined)	-1%	-23%	43%[activator]	-17%	-13%	-10%
O=C(COC(=O)c1cn(-c2ccccc2)nc1-c1ccccc1)Nc1ncc(Cl)cc1Cl	2%	-34%	37%[activator]	u	5%	-26%
COc1ccc(OC)c(NC(=O)Nc2cc(NC(=O)Nc3cc(OC)ccc3OC)c(C)nc2C)c1	-3%	-2%	133%[activator]	u	7%	u
CCN(CC)S(=O)(=O)c1ccc2c(c1)nc(CCC(=O)Nc1ccc3c(c1)OCO3)n2CC	-12%	-4%	6.6µM*	u	-4%	-20%
COc1ccc(S(=O)(=O)Nc2ccccc2C(=O)NC(C)(C)C)cc1OC	-7%	4%	-21%	x	1%	11%
COc1ccccc1CNC(=O)c1cc(C)nn1-c1ccccc1	-6%	-1%	-2%	-1%	1%	7%
COc1ccc(N(CC(=O)Nc2ccccc2C(=O)N2CCCC2)S(C)(=O)=O)cc1	3%	4%	30%[activator]	11%	3%	1%
COc1cc(OC)cc(C(=O)Nc2cccc(-c3ccc(N4CCOCC4)nn3)c2)c1	3%	-10%	55%[activator]	62%[activator]	x	-12%
CC(C)C(NC(=O)c1ccc(C(C)(C)C)cc1)C(=O)NCC1(N(C)C)CCCCC1 (centres undefined)	5%	-10%	u	-25%	3%	4%
COc1ccc(Oc2c(C)nc(SCC(=O)c3ccc(Cl)cc3)[nH]c2=O)cc1	1%	0%	3%	8%	7%	1%
Cc1ccc(Nc2nc(N)c(C#N)c(CC#N)c2C#N)cc1	1%	u	81%[activator]	20%	2%	-13%
CCc1cc2cc(C(=O)Nc3ccccc3F)sc2s1	0%	u	9.3µM*	204%[activator]	0%	u
CCCC(=O)Nc1ccc(C(=O)NN2C(=O)c3ccccc3C2=O)cc1	-4%	-3%	u	31%[activator]	-4%	19%
O=C(NCCS(=O)(=O)N1CCN(c2ccccc2F)CC1)C1CC(=O)N(c2ccccc2)C1 (centres undefined)	-4%&4%	2%&0%	-12%	5%	-2%	6%
OCCC1CN(Cc2ccon2)CCN1Cc1ccccc1 (centres undefined)	-1%	u	0%	0%	8%	u
COc1cc([C@H]2c3c(cc(OC)c(O)c3OC)C[C@@H](CO)[C@@H]2CO[C@@H]2O[C@H](CO)[C@@H](O)[C@H](O)[C@H]2O)cc(OC)c1O	-8%	3%	46%[activator]	11%	x	10%
CCOC(=O)Cc1csc(SC(C)C(=O)NCC(=O)Nc2ccc(F)c(F)c2F)n1 (centres undefined)	-8%	-16%	1%	11%	2%	-6%
CCc1ccccc1NC(=O)CSc1nc2n[nH]c(C)c2c(=N)n1-c1cccc(OC)c1	-2%	5%	x	13µM*	7%	u
O=C(N/N=C/c1ccccn1)c1ccc(NC(=O)c2ccc(F)cc2)cc1	-2%	11%	-26%	u	-2%	-18%

Bioassay records: PubChem BioAssay, National Center for Advancing Translational Sciences (NCATS)
